Screens: PubChem, several laboratories
mABHD4 FP: ABHD4 (mouse) inhibition, primary FP screen; AID 720543; actives 0.54% (n = 370,000); purified mABHD4, FP-Rh probe fluorescence polarization; inhibition, % at 8.92 µM; Q8VD66;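 active = inhibition exceeding the mean over every tested compound plus 3 SD, cut at about 30% in these data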;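 note: 0% = plate median of compound wells and 100% = S159A mutant with DMSO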
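Test system: mABHD4 protein | Buffer or medium: HEPES pH 7.0 buffer, 150 mM NaCl, 0.01% Pluronic F-127 | Probe or stimulus: FP-Rh fluorescent activity-based probe, added after compound pre-incubation | Timing: Pre-incubation 45 min, probe exposure 60 min, at 25 °C | Technique: Fluorescence polarization, excitation 525 nm, emission 598 nm, BODIPY TMR filters | Repeats: Single well per compound (singlicate)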
NPR1 activator: GC-A (human) enzyme activation. P16066. HEK293 GC-A cells, cGMP TR-FRET, EC30 ANP; 0% at EC30 ANP, 100% saturating ANP. activation, % at 10 µM. actives 0.14% (n = 370,000); in the data active = activation above about 40%
HTRA1 inhibitor: inhibitors of human serine peptidase HTRA1; recombinant HTRA1, FP-rhodamine activity-based probe, fluorescence polarization; Q92743; inhibition, % at 5.96 µM; actives 0.5% (n = 340,000); in the data active = inhibition above about 36%;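 note: 0% = enzyme with DMSO and 100% = wells lacking enzyme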
NR1D1 modulator: Rev-erb alpha (human) modulation; AID 1259318; Rev-erbα–FITC-DNA binding, fluorescence polarization, 90 min; P20393; activity, % at 10 µM; actives 0.79% (n = 370,000);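 active = activity above about 14%, limit read from the data; passing the limit was not always enough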;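 note: 0% = DMSO wells with 35 nM protein and 100% = DMSO wells with 750 nM protein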
Target sequence (P20393 whole entry, looked up): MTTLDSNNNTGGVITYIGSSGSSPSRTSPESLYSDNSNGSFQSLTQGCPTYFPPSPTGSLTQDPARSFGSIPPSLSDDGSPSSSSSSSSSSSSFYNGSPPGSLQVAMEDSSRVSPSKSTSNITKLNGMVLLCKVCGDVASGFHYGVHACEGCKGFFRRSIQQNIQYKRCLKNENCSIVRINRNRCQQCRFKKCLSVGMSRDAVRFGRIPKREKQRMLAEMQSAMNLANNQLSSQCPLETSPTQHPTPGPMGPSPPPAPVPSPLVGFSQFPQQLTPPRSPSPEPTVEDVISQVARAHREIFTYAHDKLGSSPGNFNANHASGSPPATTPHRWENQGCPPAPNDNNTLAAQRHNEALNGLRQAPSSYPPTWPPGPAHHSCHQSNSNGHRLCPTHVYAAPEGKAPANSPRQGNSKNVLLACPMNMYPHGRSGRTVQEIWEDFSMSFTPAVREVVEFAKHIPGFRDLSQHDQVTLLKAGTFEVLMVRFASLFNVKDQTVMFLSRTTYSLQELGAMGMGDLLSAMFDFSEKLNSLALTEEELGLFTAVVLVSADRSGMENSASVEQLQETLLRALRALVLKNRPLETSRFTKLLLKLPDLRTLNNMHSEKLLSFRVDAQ
ASAP1 GAP inh: blocks human ASAP1-stimulated Arf1 GTP hydrolysis; Q9ULH1; GDP FP detection; inhibition, % at 16.5 µM; actives 0.19% (n = 360,000); in the data active = inhibition above about 25%;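 note: 0% = vehicle with enzyme and substrate and 100% = no enzyme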
Target sequence (Q9ULH1 325-724 limits assumed): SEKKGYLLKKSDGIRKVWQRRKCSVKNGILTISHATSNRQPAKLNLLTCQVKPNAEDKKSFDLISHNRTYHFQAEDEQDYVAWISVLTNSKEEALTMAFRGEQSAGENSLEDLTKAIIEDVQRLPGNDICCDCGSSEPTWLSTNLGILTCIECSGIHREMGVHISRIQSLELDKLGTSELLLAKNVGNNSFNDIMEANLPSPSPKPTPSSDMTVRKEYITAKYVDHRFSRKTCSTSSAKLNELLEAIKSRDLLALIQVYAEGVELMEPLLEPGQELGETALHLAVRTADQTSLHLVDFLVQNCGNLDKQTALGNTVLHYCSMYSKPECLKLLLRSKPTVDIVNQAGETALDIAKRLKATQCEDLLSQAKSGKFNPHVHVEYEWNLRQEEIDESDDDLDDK
SMARCA2 activ: activators of SMARCA2 function; MG213 cells, MMTV-luciferase reporter, dexamethasone, overnight; activation, % at 9.1 µM; actives 1% (n = 370,000); AID 652017; in the data active = activation above about 7.8%;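 note: 0% = vehicle wells and 100% = reference activator wells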
PG9 binder: small molecules binding HIV-1 gp120 antibody PG9. actives 0.43% (n = 360,000). inhibition, % at 6.7 µM. TR-FRET gp120-PG9 antibody binding. AID 624416; in the data active = inhibition above about 8.5%
GC-B act: GC-B (human) receptor activation. HEK293-GC-B cells, CNP EC30, cGMP TR-FRET; 0% at EC30 CNP, 100% saturating CNP. activation, % at 10 µM. actives 0.11% (n = 370,000). AID 1920062;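 active = activation at 10 µM reaching about 35% in either raw or pattern-adjusted values, limit read from the data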
rCAG RNA binder: molecules binding r(CAG) RNA repeats. r(CAG) RNA repeat, TO-PRO-1 dye displacement fluorescence. actives 1.3% (n = 370,000). inhibition, % at 3 µM;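 active = inhibition above the plate cutoff, the mean of all test compounds on that plate plus 3 SD, cut at about 35% in these data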;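 note: 0% = DMSO alone and 100% = 100 µM mitoxantrone as full dye displacement; higher means more dye released from RNA so lower well fluorescence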
ARFGAP1 inhibitor: inhibitors of rat ARFGAP1; Q62848; Arfgap1-stimulated ARF1 GTP hydrolysis, GDP FP detection; inhibition, % at 16.5 µM; actives 0.26% (n = 360,000); AID 651572;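 active = inhibition above a per-plate limit, mean inhibition of low control wells plus 3 SD, cut at about 25% in these data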;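 note: 0% = DMSO wells with enzyme and 100% = wells lacking Arfgap1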
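Replicates: Single well per compound | Assay system: Truncated rat Arfgap1 GAP domain | Control set: No-Arfgap1 wells (100%) versus DMSO full-reaction wells (0%) | Times: Enzyme reaction 120 min at 25 °C after 20 min preincubation | Reagent: Human ARF1(Δ1-17)-GTP substrate | Measured by: Tracer-displacement fluorescence polarization with EDTA stop, 620/688 nm | Measure: Percent inhibition of Arfgap1-stimulated GTP hydrolysis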
An asterisk follows results filed as active; x = not tested or not shown. Rows were taken by chance; about 4.4% have a hit in one of these screens.

SMILES | mABHD4 FP | NPR1 activator | HTRA1 inhibitor | NR1D1 modulator | ASAP1 GAP inh | SMARCA2 activ | PG9 binder | GC-B act | rCAG RNA binder | ARFGAP1 inhibitor
C[C@H](CO)N1C[C@H](C)[C@H](CN(C)C(=O)NC2CCCCC2)OCc2cnnn2CCCC1=O | -5 | 1 | x | 4 | -13 | -4 | 0.1 | 6 | 1 | 2
COc1ccc(CN2C(=O)CN(C3CCCCCC3)C(=O)C2c2ccc(OC)c(OC)c2)cc1 (stereo unspecified) | 6 | -1 | 1 | -3 | 2 | -3 | 1.1 | 1 | -5 | 1
O=C(O)c1ccccc1C(=O)NNc1ccc(F)cc1F | 3 | -2 | 1 | -1 | -8 | 2 | -2.5 | -4 | 4 | 3
Cc1ccccc1C(=O)OC1OC(=O)C(Cl)=C1N1CCOCC1 (stereo unspecified) | -10 | 5 | 1 | -2 | 2 | 0 | -2.8 | 14 | -4 | 7
CCc1cc(=O)n2[nH]c(C)c(-c3ccccc3OC)c2n1 | -1 | 15 | 0 | 1 | -6 | 1 | 1.9 | 21 | 2 | -1
CC(=O)Nc1ccc(N(C(=O)Cc2c[nH]c3ccccc23)C(C(=O)NC2CCCCC2)c2ccco2)cc1 (stereo unspecified) | -18 | 1 | -16 | 3 | 4 | 0 | -0.1 | 0 | 5 | -1
Cc1noc(C)c1C(C)C1=CCCCC1 (stereo unspecified) | 7 | -1 | x | -1 | x | 1 | x | 6 | 3 | x
CCCSc1nnc(NC(=O)Cc2ccc(OC)c(OC)c2)s1 | -5 | 0 | -1 | 2 | -3 | -3 | -4.2 | 3 | -7 | 12
COc1cccc(CNC(=O)CCNC(=O)c2ccc(Br)o2)c1 | -1 | 0 | 7 | -5 | 3 | -1 | -0.2 | -10 | 0 | 6
O=C(O)c1ccc(CS(=O)c2cccc(C(F)(F)F)c2)o1 (stereo unspecified) | 0 | -1 | 0 | 5 | 9 | 2 | -3.3 | 5 | 3 | -4

Compound profiles (already shown):
Profile of O=C(O)c1ccc(CS(=O)c2cccc(C(F)(F)F)c2)o1 (stereo unspecified) : mABHD4 FP = 0; NPR1 activator = -1; HTRA1 inhibitor = 0; NR1D1 modulator = 5; ASAP1 GAP inh = 9; SMARCA2 activ = 2; PG9 binder = -3.3; GC-B act = 5; rCAG RNA binder = 3; ARFGAP1 inhibitor = -4
Profile of Cc1noc(C)c1C(C)C1=CCCCC1 (stereo unspecified) : mABHD4 FP = 7; NPR1 activator = -1; HTRA1 inhibitor = x; NR1D1 modulator = -1; ASAP1 GAP inh = x; SMARCA2 activ = 1; PG9 binder = x; GC-B act = 6; rCAG RNA binder = 3; ARFGAP1 inhibitor = x

New compounds follow:
SMILES | mABHD4 FP | NPR1 activator | HTRA1 inhibitor | NR1D1 modulator | ASAP1 GAP inh | SMARCA2 activ | PG9 binder | GC-B act | rCAG RNA binder | ARFGAP1 inhibitor
COc1ccc(NC(=S)Nc2cccc3cnccc23)cc1 | 15 | 4 | 8 | -5 | 8 | 3 | -1.6 | -5 | 4 | 5
CC(=O)N1CCN(c2nc(CC(C)C)c3c(c2C#N)CCC3)CC1 | -1 | 2 | -4 | 1 | -16 | 1 | -2.8 | 2 | -7 | -3
CC(C)NC(=O)C1(C)CCN1C(=O)c1c(F)cccc1F (stereo unspecified) | 1 | 2 | x | -10 | -3 | -2 | -0.5 | -2 | 1 | 2
Cc1ccc(S(=O)(=O)Oc2ccccc2/C=C2\SC(=O)NC2=O)cc1 | 1 | 0 | -4 | -4 | 11 | 1 | -1.4 | 3 | 42* | 4
CCC1CSC(Nc2ccc(C(=O)/C=C/c3cccc(C)c3)cc2)=N1 (stereo unspecified) | -1 | -2 | -80 | -3 | 5 | 0 | -0.9 | -8 | 3 | 22
CCCN(CC(=O)Nc1ccccc1C)C(=O)CCN1C(=O)c2cccc([N+](=O)[O-])c2C1=O | -1 | -4 | -2 | -4 | 13 | -3 | -0.4 | -4 | -4 | 2
O=C(CC1C[C@H](C(=O)N2CCOCC2)[C@@]2(CCC3CCCC3)c3[nH]c4ccccc4c3CCN2C1=O)NCC12CC3CC(CC(C3)C1)C2 (stereo partly specified) | -1 | -7 | 1 | 2 | 14 | -4 | -2.2 | 2 | 2 | -8
Cc1cc(C(=O)Nc2ccc(OCc3ccccc3)cc2)c(C)o1 | -10 | 5 | -32 | 2 | 5 | -2 | -0.4 | 4 | -4 | 9
CCN(C(=O)COC(=O)c1cc(-c2ccccc2)nc2c1c(C)nn2-c1ccccc1)C1CCS(=O)(=O)C1 (stereo unspecified) | -7 | -2 | 1 | 0 | 8 | -1 | 0.8 | -5 | 4 | -14
CC(Oc1ncnc2ccccc12)C(=O)Nc1cccc(S(=O)(=O)N2CCOCC2)c1 (stereo unspecified) | -7 | -2 | 1 | -3 | -3 | -2 | 0.1 | 4 | -1 | -1
Cc1ccc2c(Cl)cc(Cl)c(OCC(=O)O)c2n1 | -3 | -2 | -2 | -4 | -7 | -2 | 0.9 | 0 | -1 | 3
O=C(CN1CCN(c2ccccc2)CC1)Nc1ccccc1C(=O)NCCc1ccccc1 | 5 | -1 | -13 | -3 | 2 | 2 | -0.1 | -3 | 1 | 3
Cc1ccc(OCC(=O)N2CCCCC2)c(Br)c1 | -13 | 2 | 11 | 7 | 0 | 7 | 1.6 | 3 | -5 | 15
CCOc1cc(N2CCOCC2)c(OCC)cc1NC(=O)CN1CCCC1 | 7 | 0 | 1 | -3 | -12 | -4 | -2.1 | 0 | -1 | -13
O=C(COc1c(Br)cc(Br)c2cccnc12)N1CCc2ccccc2C1 | x | -1 | 7 | 3 | x | x | x | -2 | x | x
C#CCN(C[C@@H]1[C@@H](OC(=O)NC2CCCC2)[C@@H](OC(=O)NC2CCCC2)Cn2c(=O)ccc(=O)n21)S(=O)(=O)c1ccc(C)cc1 | 1 | -9 | -14 | -4 | -6 | -5 | -1.7 | 2 | 2 | 2
COc1ccc(NC(=O)COC(=O)c2ccc(NS(=O)(=O)/C=C/c3ccccc3)cc2)cc1 | -72 | -2 | -40 | 2 | 13 | -1 | 1.6 | 1 | 30 | -6
Nn1c(Cc2cccc3ccccc23)n[nH]c1=S | 1 | -4 | 2 | 3 | -12 | 6 | 0.6 | -3 | -3 | 8
CC(C)c1cc(C(C)C)c(S(=O)(=O)NC(c2ccccn2)C23CC2C3)c(C(C)C)c1 (stereo unspecified) | -14 | 0 | x | 0 | 11 | 0 | 0.1 | -1 | 5 | 4
Cc1ccsc1CN(C)C(=O)c1cc(S(=O)(=O)N2CCOCC2)ccc1N1CCCC1 | -3 | -3 | 0 | -8 | -2 | -1 | 0.6 | 9 | 5 | 0
CC[C@]12c3[nH]c4ccc(OC)cc4c3CCN1C(=O)C(CC(=O)NCCN1CCOCC1)C[C@@H]2C(=O)N1CCN(C(=O)C2CC2)CC1 (stereo partly specified) | 7 | 5 | 3 | -3 | 6 | 2 | -1.0 | 8 | 1 | -14
S=C(Nc1ccccc1Cl)NC1CCC(NC(=S)Nc2ccccc2Cl)CC1 (stereo unspecified) | 3 | 0 | -5 | 2 | 8 | -3 | 0.3 | -2 | 2 | -3
CCOC(=O)C1=C[C@@H](C(C)C)N(S(=O)(=O)c2ccc(C)cc2)[C@H]1c1ccc(C(F)(F)F)cc1 | -1 | -5 | x | 1 | 4 | -3 | 0.2 | -6 | 1 | 3
O=C1CC2CCCC(C1)S2=O (stereo unspecified) | 1 | 0 | 5 | -2 | -14 | 0 | -0.4 | 2 | 1 | -1
CC(C)(C)C(=O)Nc1cc2c3c(c1)CCC(=O)N3CCC2 | 4 | 0 | 6 | -7 | 4 | -2 | -1.3 | 4 | -1 | 5
CCCCCCCCN1C(=O)[C@@H](CC(=O)NCCCOCCCC)C[C@@]2(C(=O)OC)C1=C[C@H](C1CCCC1)O[C@@H]2C | 2 | -10 | x | 5 | 5 | -1 | -0.8 | -3 | 3 | 9
COc1ccccc1N1CCN(C(=O)Nc2ccc(F)c(Cl)c2)CC1 | 2 | 2 | 1 | -4 | -13 | -1 | -3.0 | 1 | -7 | -4
O=C(COc1ccccc1Br)N1CCN(C(=O)c2cccs2)CC1 | -3 | -4 | 7 | 0 | -2 | -3 | -1.7 | -4 | 1 | 0
Cc1cc(C)n2nc(-c3cnn(C)c3C(F)(F)F)cc2n1 | 1 | 4 | 0 | 2 | -1 | -3 | 0.0 | 4 | -2 | 3
CC(C)C[C@H]1CN([C@@H](Cc2ccc(O)cc2)CN2CCC[C@H]2CN2C(=O)C(=O)NC[C@@H]2Cc2ccccc2)C(=O)C(=O)N1CCc1ccccc1 | 9 | 0 | x | -4 | -2 | -4 | 0.4 | 0 | 3 | 2
COc1ccc(OCCCCn2c(CO)nc3ccccc32)cc1 | 2 | -1 | 2 | 4 | 0 | -2 | -1.1 | -2 | -9 | -4
COc1ccc(CCNC(=O)COC(=O)C23CC4CC(CC(Br)(C4)C2)C3)cc1 | -3 | -1 | -4 | 0 | -4 | -4 | -1.5 | 2 | -1 | 13
N#C/C(=N\Nc1ccc(S(=O)(=O)N2CCc3ccccc32)cc1)C(N)=S | 19 | -3 | 6 | 1 | 7 | -5 | -2.4 | 2 | 85* | 4
O=S(=O)(c1cccs1)N1CCN(c2ccc(F)cc2)CC1 | -10 | 4 | -5 | 1 | 8 | 2 | 0.7 | 5 | -1 | 0
O=C(NCc1ccc(F)cc1)C1CCC(CNS(=O)(=O)c2ccccc2)CC1 (stereo unspecified) | 0 | 5 | 1 | 2 | -1 | -3 | -1.1 | 5 | -5 | 8
COc1ccccc1/C=N/N1CCN(c2ccc(Cl)cc2)CC1 | -8 | 2 | 1 | -4 | 8 | -4 | 0.5 | 1 | -2 | -6
Cc1ccccc1-c1nnc(SCc2ccc(F)cc2)o1 | -4 | 3 | 9 | -5 | 3 | 6 | -3.3 | -3 | -5 | -2
CCN(Cc1ccccc1)C(=O)c1c[nH]c2ccc(S(=O)(=O)N(C)CCC#N)cc2c1=O | 0 | 0 | 0 | -3 | -1 | -2 | -0.1 | 5 | 5 | 4
CCCCN(C(=O)c1cc2c(s1)CCCC2)c1c(N)n(CCC)c(=O)[nH]c1=O | 2 | -3 | 0 | -1 | -1 | -3 | -1.1 | -2 | -1 | 5
Cc1ccc(NC(=O)c2ccc(Oc3ncccn3)cc2)cc1 | -1 | -2 | 0 | 2 | -3 | 0 | 0.5 | 9 | -3 | 26*
CCC(C)CCN1C(Nc2ccccc2)=NC[C@@H]1C (stereo partly specified) | 9 | -2 | -3 | -2 | 1 | 1 | 2.1 | 0 | 1 | 4
Cc1cccc(OCC(O)CN2CC3(C)CC2CC(C)(C)C3)c1 (stereo unspecified) | 11 | -2 | 3 | -3 | 5 | 1 | -0.4 | -2 | -4 | 0
CC(NC(=O)C(C)(C)C)c1nc2ccccc2n1C (stereo unspecified) | 0 | 3 | 8 | 8 | 3 | -2 | -0.1 | -6 | -6 | 4
N#C/C(=C\c1ccc(N2CCOCC2)cc1)c1ccccc1 | 5 | -14 | 2 | 2 | 7 | 1 | 1.9 | -1 | 2 | 4
